Assay outcomes: PubChem BioAssay, National Center for Advancing Translational Sciences (NCATS)
Rab9 promoter act – activators of Rab9 promoter. 2.8% of 320,000 active. Huh7 Rab9 promoter-luciferase reporter, luminescence, 24 h. Potency, µM (series often up to 9.22 µM), without a hit: at the highest dose activation, negative = inhibition, usual class: activators. AID 485297; further: potency means the concentration at half of the fitted maximal effect; % of control where 0% means no effect; nearly all actives have a fitted effect of over 60% in size
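Using Huh7 cells stably transfected with Rab9 promoter–luciferase, compounds were incubated 24 h at 37 °C, 5% CO2; luciferase luminescence was read 10 min after reagent addition.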
p53 reactivation – re-activators of mutant p53. Potency, µM (top dose mostly 92.2 µM), without a hit: top-dose activity change, positive = activation, usual class: activators. H1299 p53-A138V BP100-luciferase reporter, luminescence, 24 h. 0.063% of 320,000 active; further: potency means the concentration at half of the fitted maximal effect; % of control where 0% means no effect; nearly all actives have a fitted effect of over 45% in size
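p53-null H1299 cells stably carrying temperature-sensitive p53-A138V and a BP100-luciferase reporter were pinned with compounds (4-point, 1:5 series) and held 24 hrs at 37 deg C. Luminescence was read 10 min after detection reagent.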
FLuc modulator – firefly luciferase modulation, counter-screen for miR-21 project; purified FLuc, Km substrates, luminescence inhibition; Potency, µM (doses to about 57.5 µM), without a hit: top-dose activity change, negative = inhibition, most hits filed as inhibitors; 6.9% of 360,000 active;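 further: potency means the concentration at half of the fitted maximal effect; plate controls were vehicle for no effect and reference inhibitor for full effect; nearly all actives have a fitted effect of over 55% in size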
Target sequence (P08659 whole entry, looked up): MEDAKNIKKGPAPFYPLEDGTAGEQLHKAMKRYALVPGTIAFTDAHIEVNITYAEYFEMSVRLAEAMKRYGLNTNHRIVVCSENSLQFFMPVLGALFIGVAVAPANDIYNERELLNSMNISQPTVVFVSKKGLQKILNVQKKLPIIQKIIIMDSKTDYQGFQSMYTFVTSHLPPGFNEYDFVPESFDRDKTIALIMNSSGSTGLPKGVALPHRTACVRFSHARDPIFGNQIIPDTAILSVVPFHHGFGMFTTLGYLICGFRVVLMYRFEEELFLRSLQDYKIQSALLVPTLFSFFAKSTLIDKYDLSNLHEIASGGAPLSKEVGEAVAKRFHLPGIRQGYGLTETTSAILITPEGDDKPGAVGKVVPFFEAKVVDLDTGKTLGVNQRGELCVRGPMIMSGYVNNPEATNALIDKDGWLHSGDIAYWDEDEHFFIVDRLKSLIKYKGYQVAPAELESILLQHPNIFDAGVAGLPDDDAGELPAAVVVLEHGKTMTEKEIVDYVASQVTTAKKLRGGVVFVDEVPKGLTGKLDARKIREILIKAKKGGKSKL
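Purified P. pyralis luciferase (10nM final) with 10uM D-luciferin and 10uM ATP (Km levels) in 50mM Tris acetate pH 7.5, 10mM Mg acetate, 0.01% Tween-20, 0.05% BSA; qHTS 6-point titration, ~60 µM downward; luminescence read.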
Gal4-VP16 FLuc – Gal4-VP16 reporter inhibition counter-screen. Drosophila S2 Gal4-VP16 UAS-luciferase, luminescence, 20 h. Potency, µM (top dose mostly 53.6 µM), for the others: at the highest dose activity, negative = inhibition, actives largely listed as inhibitors. 3.5% of 310,000 active;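 further: Gal4-VP16 expression switched on by copper sulfate through the metallothionein promoter; potency means the concentration at half of the fitted maximal effect; on the % scale 0 is the no-effect control and ±100 the full control effect; nearly all actives have a fitted effect of over 50% in size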
ELG1 genotoxic – induces genotoxicity in HEK293T cells with luciferase-tagged ELG1 | AID 504466 | HEK293T ELG1-luciferase reporter, luminescence, 16 h | 1.3% of 330,000 active | Potency, µM (highest dose often 46 µM), without a hit: at the highest dose activity change, positive = activation, actives largely listed as activators; further: potency means the concentration at half of the fitted maximal effect; % of control where 0% means no effect; nearly all actives have a fitted effect of over 60% in size
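Luminescence read-out: rising ELG1-luciferase signal, reflecting elevated ELG1 protein under genetic stress, flags genotoxic compounds. Cells were treated for 16 hr at 37 °C before ONE-Glo detection.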
NPC1 prom act – activators of NPC1 promoter. Huh7 NPC1 promoter luciferase reporter, 24 h. Potency, µM (top dose mostly 9.22 µM), inactives show top-dose activation, usual class: activators. 2.4% of 320,000 active;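 further: potency means the concentration at half of the fitted maximal effect; % of control where 0% means no effect; nearly all actives have a fitted effect of over 60% in size; reporter is driven by a mutant NPC1 promoter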
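Cells: Huh7 expressing luciferase under the NPC1 promoter, 1500/well. Seeded 2 h, compound added, incubated 24 h at 37 °C. Luciferase reagent, 10 min ambient, then luminescence.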
RORgamma inh – ROR gamma (mouse) transcription inhibition; AID 2551; 5.4% of 310,000 active; Drosophila S2 Gal4-RORgamma UAS-luciferase reporter, 20 h; Potency, µM (doses to about 53.6 µM), inactives show top-dose activity change, negative = inhibition, hits mostly inhibitors; further: potency means the concentration at half of the fitted maximal effect; on the % scale 0 is the no-effect control and ±100 the full control effect; nearly all actives have a fitted effect of over 60% in size
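A Gal4/UAS one-hybrid system in insect cells: metallothionein-promoter Gal4–ROR gamma fusion plus Photinus luciferase reporter. Copper sulfate 700 uM final, 20 hr ambient incubation, luminescent detection after 10 min with reagent.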
BRCA1 expr act – activators of BRCA1 expression; Potency, µM (doses to about 46.1 µM), without a hit: top-dose activation, hits mostly activators; 1.1% of 380,000 active; MCF7-BRCA1-FFLuc reporter, luminescence, 48 h; response scale: scaled: vehicle 0%, 10 µM genistein 100%; further: potency means the concentration at half of the fitted maximal effect; nearly all actives have a fitted effect of over 80% in size; some results filed as inactive show a strong effect at the top dose
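Using MCF7 cells harboring a BRCA1 firefly luciferase reporter, plated 2 h before compound pinning, the screen measured luminescence after 48 h incubation. Responses were normalized to DMSO and 10 microM genistein, then fitted for concentration-effect.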
Tb PFK block – T. brucei PFK enzyme inhibition; O15648; T. brucei PFK, ADP-Glo luminescence; Potency, µM (highest dose often 57.5 µM), for inactives: top-dose activity, negative = inhibition, hits mostly inhibitors; 0.17% of 330,000 active; AID 485367;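 further: potency means the concentration at half of the fitted maximal effect; 0% = uninhibited 1x PFK enzyme wells and -100% = no-enzyme wells; nearly all actives have a fitted effect of over 60% in size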
Target sequence (O15648 whole entry, looked up): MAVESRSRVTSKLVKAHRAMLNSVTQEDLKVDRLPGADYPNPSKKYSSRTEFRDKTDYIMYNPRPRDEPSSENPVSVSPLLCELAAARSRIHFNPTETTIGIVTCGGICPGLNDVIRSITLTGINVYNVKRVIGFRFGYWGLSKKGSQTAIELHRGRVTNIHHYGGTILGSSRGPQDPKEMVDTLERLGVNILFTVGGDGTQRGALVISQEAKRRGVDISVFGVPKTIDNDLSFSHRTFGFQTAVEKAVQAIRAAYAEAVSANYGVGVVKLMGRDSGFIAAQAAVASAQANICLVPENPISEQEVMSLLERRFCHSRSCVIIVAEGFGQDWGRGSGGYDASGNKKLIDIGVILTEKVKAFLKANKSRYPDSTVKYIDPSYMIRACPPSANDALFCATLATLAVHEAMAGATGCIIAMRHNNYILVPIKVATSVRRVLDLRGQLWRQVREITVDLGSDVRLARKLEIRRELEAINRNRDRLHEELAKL
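Luminescent ADP detection (ADP-Glo, two-step: ATP depletion then ADP-to-ATP conversion for luciferase) reported PFK activity after 45 min room-temperature reaction of 1.25 nM enzyme with 0.5 mM F6P and 0.1 mM ATP at pH 8.0.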
TRPV1 agonist – activates the human vanilloid receptor TRPV1; 0.19% of 320,000 active; activation, % at 8.33 µM; Q8NER1; AID 540275; TRPV1-expressing cells, Fluo-8 calcium influx, agonist mode; in the data active means activation above about 80%; inconclusive means between about 30% and that limit; further: 0% is about no effect
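Fluo-8 calcium influx in TRPV1-expressing cells, kinetic read (ex 480/em 520 nm). Compound added and read 3 min for agonist activity, followed by capsaicin at EC20 final and 2 min further read for enhancement.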
ELG1 repair inh – inhibitors of ELG1-dependent DNA repair in HEK293T cells; HEK293T ELG1-luciferase reporter, luminescence, 16 h; DNA damage induced by 5-fluorouridine; Potency, µM (highest dose often 46.1 µM), without a hit: top-dose activity change, negative = inhibition, hits mostly inhibitors; 2.3% of 330,000 active; AID 504467; further: potency means the concentration at half of the fitted maximal effect; on the % scale 0 is the no-effect control and ±100 the full control effect; nearly all actives have a fitted effect of over 55% in size
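Reporter activity after DNA damage by 5-fluorouridine is monitored. Compound-treated cells incubate 16 hr at 37 °C, then ONE-Glo is added for 30 min before luminescence reading.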
Starred values were filed as active, the others as inactive; ? = inconclusive; · = not tested or not shown; & = joins results of further samples; [ ] = another dose, or the depositor's remark. Unless noted, the call rests on the fitted dose curve; in most records, active means well fitted curve in the direction sought with a large enough effect; inconclusive means small, poorly fitted or top-dose-only effect, or another doubt; inactive means no such curve, though single readings can be large; an effect the other way counts as inactive or inconclusive.

SMILES	Rab9 promoter act	p53 reactivation	FLuc modulator	Gal4-VP16 FLuc	ELG1 genotoxic	NPC1 prom act	RORgamma inh	BRCA1 expr act	Tb PFK block	TRPV1 agonist	ELG1 repair inh
CC(=O)c1ccc(S(=O)(=O)NC2CC(=O)N(c3ccc(Cl)cc3)C2)cc1 (centres undefined)	3%	-6%	7%	·	-3%	-1%	·	-45%	0%	23	?
Cc1c(NS(=O)(=O)c2ccc(NCCN3CCOCC3)c([N+](=O)[O-])c2)c(=O)n(-c2ccccc2)n1C	0%	-3%	-4%	-11%	-3%	-8%	-1%	1%	-1%	-4	4%
Nc1nc(NCC2CCCO2)nc(Nc2ccccc2)c1[N+](=O)[O-] (centres undefined)	1%	-10%	-4%	?	3%	-1%	3%	-33%	4%	6	?
CCOC(=O)CC(NC(=O)c1ccco1)c1ccccc1Cl (centres undefined)	1%	-7%	1%	-7%	1%	-1%	0%	0%	1%	-2	-2%
O=C1Nc2ccccc2N(O)N1c1ccc(S(=O)(=O)N2CCOCC2)cc1	-2%	-4%	-3%	-12%	0%	-3%	-8%	-15%	2%	0	5%
O=C(N/N=C/c1ccncc1)c1nc(-c2ccccc2)n2c1CCCCC2	-3%	-5%	3%	4%	3%	-1%	-16%	3%	3%	?	-12%
COc1ccc(C/C(C)=N/Nc2nc(C)cc(=O)[nH]2)cc1	1%	15%	3%	-18%	6%	-5%	?	7%	0%	0	?
Cn1c(CNc2ccc(Cl)cc2)nnc1SCC#N	0%	-6%	-1%	4%	1%	0%	8%	-29%	3%	-1	5%
[N-]=C=C1C(=S)NC(=O)[C@H]([n+]2ccccc2)[C@H]1c1ccc(Cl)cc1	9%	1%	-15%	7%	-1%	7%	15%	-2%	-17%	1	-18%
Cc1ccc(-n2nnnc2SCC(N)=O)c(C)c1	-10%	-13%	3%	·	4%	-3%	16%[0.365 µM]	1%	-6%	0	7%
CC1=C(C(=O)OC2CCCCC2)C(c2cccnc2)n2ncnc2N1 (centres undefined)	-10%	-11%	-5%	-11%	1%	0%	?	-9%	7%	1	-12%
Clc1ccc(OCCCN2CCCCC2)c(Br)c1	?	?	15µM*	0%	9%	?	13%	10µM*	-23%	9	?
CN(CC(=O)Nc1cccc(S(=O)(=O)NC2=NCCC2)c1)Cc1cccc(F)c1	-2%	-8%	6%	·	1%	-7%	·	2%	0%	-2	13%
Cc1ccc(C(=O)Nc2sc3c(c2C#N)CCCCC3)cc1C	3.2µM*	?	?	5%	?	2.2µM*	17%	?	1%	?	?
COc1cccc(NC(=O)CSc2nnc(NC(=O)C3CC3)s2)c1	2%	-3%	-19%	-8%	0%	-2%	1%	-7%	-5%	-3	-4%
CCOC(=O)C1=C(O)C(=O)N(c2ccc(S(N)(=O)=O)cc2)C1c1ccc(OC)cc1 (centres undefined)	4%	-3%	-1%	-2%	0%	-10%	8%	-1%	7%	-5	3%
Cc1ccc(Cl)cc1NC(=O)CSC(N)=O	-4%	-10%	-11%	?	-12%	-5%	?	-19%	-17%	1	-16%
O=C1[C@H]2[C@@H](c3ccc(F)cc3)N3C(=O)N(c4ccccc4)C(=O)[C@@]3(Cc3ccc(Cl)cc3)[C@H]2C(=O)N1C1CCCCC1	-4%	10%	3%	0%	-1%	-10%	11%	-1%	2%	-2	-8%
O=[N+]([O-])c1cccc2c(N3CCOCC3)ccnc12	-1%	2%	?	4%	-4%	1%	12%	-1%	-2%	-3	?
Cc1ccccc1CSCCNC(=O)Nc1ccccc1	-1%	13%	?	?	2%	-4%	?	37%	-6%	?	?
OCCC1CN(Cc2cccn2-c2cccnc2)CCN1CCc1ccccc1 (centres undefined)	10%	-5%	1%	1%	-4%	0%	-17%	-20%	0%	3	0%
COc1ccc(Cl)cc1NC(=O)c1[nH]nc(OC)c1[N+](=O)[O-]	0%	-4%	-3%	-1%[10 µM]	-8%	9%	3.5µM*	-42%	2%	-2	-11%
NNC(=O)c1oc2nc(-c3ccco3)cc(-c3ccco3)c2c1N	1%	-1%	0%	-18%	-11%	-5%	-8%	-1%	1%	2	?
O=C(Nc1cccc(C(=O)N2CCCc3ccccc32)c1)c1ccccc1	-2%	5%	?	?	-9%	2%	-75%	-66%[inhibitor]	-2%	?	-30%
COc1ccccc1NC(=O)c1c(Br)cnn1C	-8%	0%	-4%	-12%	-2%	25%	-13%	-37%	1%	13	17%
Nn1c(SCC(=O)NC2CCS(=O)(=O)C2)nc2scc(-c3ccccc3)c2c1=O (centres undefined)	-3%	6%	·	·	0%	1%	·	5%	-3%	2	-29%
CCn1c(CNC(=O)C23CC4CC(CC(C4)C2)C3)nnc1SCC(=O)Nc1nnc(C)s1	-2%	1%	4%	6%	0%	-1%	6%	-6%	3%	2	5%
CCn1nnc(NC(=O)c2sc3ccccc3c2Cl)n1	?	?	9.5µM*	?	21µM*	2.2µM*	?	?	2%	9	?
COc1ccc(NC(=O)CSCC(=O)N(C)CC(=O)Nc2cccc3ccccc23)cc1	-5%	0%	0%	·	5%	-3%	·	-37%	5%	-1	0%
Cc1ccc(C)c(NC(=O)NNC(=O)c2cc3ccccc3cc2O)c1	-1%	14%	4%	-7%	1%	1%	-15%	-15%	1%	5	0%
O=C(COc1ccccc1-c1ccccc1)NN=C1CCCC1	-5%	7%	-9%	-25%	-3%	2%	-8%	-53%	-13%	-10	?
CC(C)(C)c1ccc(OCCSc2nc3ccccc3n2CC(=O)O)cc1	-2%	0%	?	-1%	2%	0%	1%	2%	-1%	5	14%
CCc1cc(C(=O)Nc2nnc(C3CC3)s2)sc1C	26%	11%	?	·	17%	29%	·	?	1%	?	?
C/C(=N\NC(=O)COc1cccc(C)c1)c1ccc2ccccc2c1O	0%	-2%	-1%	4µM*	7%	-6%	4.5µM*	-46%	17%	5	-1%
O=C(NCc1ccc(N2CCCC2=O)cc1)NC1CCCCC1	-2%	5%	2%	-4%	7%	-3%	-4%	4%	1%	1	-4%
CCCn1c2ccccc2c2cnn(CC(=O)NCCCN3CCCCC3CC)c(=O)c21 (centres undefined)	1%	-2%	7%&-10%	-1%	-2%	3%	-16%	-19%	-1%	1	-1%
O=C(OCc1ccc([N+](=O)[O-])cc1)c1ccc2ccccc2n1	-2%	-1%	-13%	5%	3%	0%	0%	-36%	0%	22	11%
Cc1ccccc1NC(=O)CSc1ccc(-c2ccco2)nn1	-1%	2%	?	14%	-1%	-1%	1%	43%	-4%	0	-21%
Cc1cc(NC(=O)COc2ccccc2C)ccc1NC(=O)c1cccs1	-3%	3%	-10%	10%	-10%	-2%	2%	-16%	2%	8	-17%
CCn1c(SCc2nc(N)nc(N3CCCCC3)n2)nc2c1c(=O)n(C)c(=O)n2C	-6%	-3%	3%	-4%	-7%	-1%	-6%	-9%	-2%	-1	?
CCOC(=O)c1c(C)[nH]c(C(=O)OCC(=O)NCc2ccc(OC)c(OC)c2)c1C	-24%	-10%	3%	·	-5%	-20%	·	-23%	-1%	?	?
CS(=O)(=O)N1CCN(c2ccc(NC(=O)c3ccc([N+](=O)[O-])o3)cc2)CC1	2.2µM*	-11%	-16%	?	?	?	-36%	-83%	6%	2	?
Cc1ccc(Nc2nnc(SCC(=O)NC3CCCc4ccccc43)s2)cc1 (centres undefined)	-4%	4%	?	-6%	-5%	-6%	?	-11%	-7%	12	?
COc1ccc(NC(=O)CSc2cn[nH]n2)c(OC)c1	-2%	4%	-1%	0%	0%	-3%	-28%	-4%	-4%	-2	-2%
O=C(NCCCO)C(=O)NCC(c1ccc2c(c1)OCO2)N1CCN(c2ccc(F)cc2)CC1 (centres undefined)	0%	26%	-3%	-8%	0%	8%	0%	-9%	-3%	-5	17%
Cc1ccc(C(=O)NC(=S)Nc2ccccc2C(F)(F)F)cc1C	-2%	3%	24µM*	13µM*	1%	3%	2.5µM*	11%	0%	3	12%

Rab9 promoter act, entries above that show a hit
smiles | Rab9 promoter act | p53 reactivation | Tb PFK block | TRPV1 agonist
Cc1ccc(C(=O)Nc2sc3c(c2C#N)CCCCC3)cc1C | 3.2µM* | ? | 1% | ?
CS(=O)(=O)N1CCN(c2ccc(NC(=O)c3ccc([N+](=O)[O-])o3)cc2)CC1 | 2.2µM* | -11% | 6% | 2
